# Mtb BioA inh – inhibitors of Mycobacterium tuberculosis BioA enzyme | purified M. tuberculosis BioA enzyme, plate reader | inhibition, % at 9.99 µM | 0.096% of 360,000 active | AID 602481; in the data active = inhibition above about 40%
# Starred values were filed as active, the others as inactive. A portion of the library, so the mix of outcomes need not match the whole.
SMILES	Mtb BioA inh
C[C@@H]1CCCCO[C@H](CN(C)Cc2ccc(C(F)(F)F)cc2)[C@H](C)CN([C@@H](C)CO)C(=O)c2cc(NS(=O)(=O)c3ccc(F)cc3)ccc2O1	-0.5
C[C@H]1CCCCO[C@@H](CN(C)C)[C@@H](C)CN([C@@H](C)CO)C(=O)c2cc(NS(=O)(=O)c3cn(C)cn3)ccc2O1	-0.4
O=C(C[C@H]1C[C@@H]2c3cc(NC(=O)NC4CCCCC4)ccc3O[C@@H]2[C@@H](CO)O1)NCCc1ccccc1	-4.0
C[C@H]1CCCCO[C@H](CN(C)Cc2ccccc2)[C@@H](C)CN([C@@H](C)CO)C(=O)c2cc(NC(=O)Nc3ccc4c(c3)OCO4)ccc2O1	-1.6
C[C@H](CO)N1C[C@H](C)[C@H](CN(C)C(=O)CCCN(C)C)OCCCC[C@H](C)Oc2ccc(NS(=O)(=O)c3ccccc3)cc2C1=O	-2.2
CC(=O)NC[C@@H]1[C@H](c2ccc(-c3ccccc3)cc2)[C@H](CO)N1C(=O)C1CC1	-6.7
CC(=O)N(C)C[C@@H]1Oc2ncc(-c3ccccc3C)cc2C(=O)N([C@H](C)CO)C[C@H]1C	-0.4
COCc1cn(CC[C@H]2CC[C@H](NC(=O)Cc3cccnc3)[C@@H](CO)O2)nn1	0.8
C[C@@H]1CCCCO[C@@H](CN(C)C(=O)NC2CCCCC2)[C@H](C)CN([C@H](C)CO)C(=O)c2cc(NS(=O)(=O)c3ccc(F)cc3)ccc2O1	-1.1
C[C@@H]1CN([C@@H](C)CO)S(=O)(=O)c2ccc(C#CCC3CCCC3)cc2O[C@@H]1CN(C)C(=O)CC1CC1	-2.3
O=C(N[C@H]1CC[C@@H](CCn2cc(-c3ccccn3)nn2)O[C@H]1CO)c1cccnc1	-2.7
C[C@H]1CCCCO[C@H](CN(C)C(=O)Nc2ccc(F)cc2)[C@@H](C)CN([C@@H](C)CO)C(=O)c2cc(NS(C)(=O)=O)ccc2O1	-0.7
C[C@@H]1CCCCO[C@H](CN(C)C(=O)CCCN(C)C)[C@@H](C)CN([C@@H](C)CO)C(=O)c2cc(NC(=O)Nc3ccc(C(F)(F)F)cc3)ccc2O1	1.5
CC(C)NC(=O)N(C)C[C@H]1Oc2ncc(-c3cncnc3)cc2C(=O)N([C@@H](C)CO)C[C@H]1C	-4.3
CN(C)C(=O)C[C@H]1CC[C@@H]2[C@H](COC[C@@H](O)CN2CC2CC2)O1	-2.9
COC(=O)C[C@@H]1CC[C@@H]2[C@@H](COc3ccc(NC(=O)c4cnccn4)cc3C(=O)N2C)O1	27
CCCc1cn(CC[C@H]2CC[C@H](NC(=O)C3CC3)[C@@H](CO)O2)nn1	0.5
Cc1ccc(S(=O)(=O)Nc2ccc3c(c2)C(=O)N([C@H](C)CO)C[C@@H](C)[C@@H](CN(C)Cc2ccncc2)OCCCC[C@H](C)O3)cc1	-1.0
Cc1ccc(S(=O)(=O)N(C)C[C@H]2Oc3ccc(NS(=O)(=O)c4ccccc4)cc3CC(=O)N([C@H](C)CO)C[C@@H]2C)cc1	-1.2
CCNC(=O)C[C@H]1CC[C@@H](NS(=O)(=O)c2ccc(F)cc2)[C@@H](CO)O1	-1.4

# Ordered by molecular weight (falling): some entries from above.
SMILES	Mtb BioA inh
Cc1ccc(S(=O)(=O)Nc2ccc3c(c2)C(=O)N([C@H](C)CO)C[C@@H](C)[C@@H](CN(C)Cc2ccncc2)OCCCC[C@H](C)O3)cc1	-1.0
COC(=O)C[C@@H]1CC[C@@H]2[C@@H](COc3ccc(NC(=O)c4cnccn4)cc3C(=O)N2C)O1	27
CCCc1cn(CC[C@H]2CC[C@H](NC(=O)C3CC3)[C@@H](CO)O2)nn1	0.5

# Remaining list, next part.
SMILES	Mtb BioA inh
C[C@H](NC(=O)C[C@H]1CC[C@@H]2[C@H](COC[C@@H](O)CN2C(=O)Nc2ccccc2)O1)c1ccccc1	1.6
CN(C)CC(=O)N1[C@H](CO)[C@H](c2ccc(-c3ccccc3F)cc2)[C@@H]1C#N	0.1
C[C@H]1CN([C@@H](C)CO)C(=O)c2cc(NC(=O)Nc3ccc(F)cc3)ccc2O[C@@H]1CN(C)Cc1ccc(Cl)c(Cl)c1	0.2
COc1ccc(S(=O)(=O)N(C)C[C@@H]2Oc3ccc(NS(=O)(=O)c4c(C)noc4C)cc3C(=O)N([C@@H](C)CO)C[C@H]2C)cc1	-0.2
C[C@@H]1CN([C@@H](C)CO)C(=O)c2cc(C#Cc3cccc(F)c3)cnc2O[C@@H]1CN(C)C(=O)c1ccccc1F	2.5
COc1ccccc1-c1cn(CC[C@H]2CC[C@@H](NC(=O)Cc3ccccn3)[C@H](CO)O2)nn1	-2.3
CCC(=O)Nc1ccc2c(c1)C(=O)N(C)C[C@@H](OC)[C@@H](C)CN(C(=O)CC)[C@@H](C)CO2	1.5
O=C(C[C@H]1C[C@H]2c3cc(NC(=O)CC4CC4)ccc3O[C@H]2[C@H](CO)O1)NCc1ccncc1	0.1
C[C@H]1CN([C@@H](C)CO)C(=O)c2cc(N(C)C)ccc2O[C@H]1CN(C)S(=O)(=O)c1ccc(Cl)cc1	1.3
C[C@H](CO)N1C[C@H](C)[C@H](CN(C)C(=O)C2CCOCC2)Oc2cc(C3=CCCCC3)ccc2S1(=O)=O	-4.1
Cc1noc(C)c1NC(=O)Nc1ccc2c(c1)C(=O)N([C@@H](C)CO)C[C@H](C)[C@H](CN(C)S(=O)(=O)c1cccs1)O2	7.0
COCC#Cc1ccc([C@H]2[C@@H](CO)N3CCCCN(C(=O)CN(C)C)C[C@H]23)cc1	-1.7
CC(C)NC(=O)N(C)C[C@@H]1Oc2ccc(NC(=O)Nc3ccc4c(c3)OCO4)cc2C(=O)N([C@@H](C)CO)C[C@H]1C	-3.3
C[C@@H]1CN([C@@H](C)CO)C(=O)c2cc(NS(=O)(=O)c3cn(C)cn3)ccc2O[C@@H](C)CCCCO[C@@H]1CN(C)C(=O)Nc1cccc2ccccc12	2.0
C[C@@H]1CCCCO[C@@H](CN(C)S(=O)(=O)c2ccc(Cl)cc2)[C@@H](C)CN([C@@H](C)CO)C(=O)c2cc(NC(=O)CCC(F)(F)F)ccc2O1	-0.1
Cc1noc(C)c1NC(=O)N(C)C[C@H]1OCCCC[C@H](C)Oc2ccc(NS(=O)(=O)c3cccs3)cc2C(=O)N([C@H](C)CO)C[C@@H]1C	-1.2
CN1C(=O)c2cc(NC(=O)c3ccc(F)cc3)ccc2OC[C@@H]2O[C@H](CC(=O)N3CCOCC3)CC[C@H]21	8.5
C[C@@H]1CN([C@H](C)CO)S(=O)(=O)c2ccc(-c3cccnc3)cc2O[C@@H]1CN(C)C(=O)NC1CCCC1	-3.8
Cc1noc(C)c1NC(=O)N(C)C[C@@H]1Oc2ccc(NC(=O)Nc3ccc(F)cc3)cc2CC(=O)N([C@@H](C)CO)C[C@@H]1C	-2.1
O=C([C@H]1[C@H](CO)[C@H]2Cn3c(ccc(-c4ccc(F)cc4)c3=O)[C@H]2N1Cc1cocn1)N1CCCCC1	2.9
C/C=C/c1ccc([C@H]2[C@@H](C#N)N(c3ncc(CC)s3)[C@H]2CO)cc1	-1.3
COc1ccccc1CN1C(=O)c2ccccc2[C@@]2(Cc3ccccc3N(CCN3CCOCC3)C2=O)[C@@H]1c1ccc(CO)cc1	0.4
O=C(C[C@H]1C[C@@H]2c3cc(NC(=O)C4CCC4)ccc3O[C@@H]2[C@H](CO)O1)NC1CCCC1	-1.5
C[C@@H]1CN([C@H](C)CO)C(=O)Cc2cc(N(C)C)ccc2O[C@H]1CN(C)C(=O)Nc1ccc(C(F)(F)F)cc1	0.3
C[C@H](NC(=O)C[C@H]1C[C@@H]2c3cc(NC(=O)c4cccnc4)ccc3O[C@@H]2[C@@H](CO)O1)c1ccccc1	25
CO[C@@H](CN(C)S(=O)(=O)c1ccc(Cl)cc1)[C@@H](C)CN(Cc1ccccc1Cl)[C@H](C)CO	-0.3
O=C(C[C@@H]1CC[C@H](NC(=O)c2ccccc2)[C@@H](CO)O1)NCCc1ccncc1	4.3
C/C=C/c1ccc2c(c1)O[C@@H](CN(C)C(=O)NC(C)C)[C@H](C)CN([C@H](C)CO)S2(=O)=O	0.9
O=C(N[C@@H]1CC[C@@H](CCn2cc(C3CC3)nn2)O[C@@H]1CO)c1cccnc1	2.2
C[C@H]1CN([C@@H](C)CO)C(=O)c2cc(-c3cccc(C(=O)N(C)C)c3)cnc2O[C@@H]1CN(C)C(=O)Cc1ccccn1	-1.0
CC(C)NC(=O)N(C)C[C@H]1Oc2cc(C#Cc3ccccn3)ccc2S(=O)(=O)N([C@H](C)CO)C[C@@H]1C	0.3
C[C@H](CO)N1C[C@H](C)[C@H](CN(C)C(=O)Nc2ccc(F)cc2)Oc2ccc(NC(=O)CCC(F)(F)F)cc2CC1=O	-1.0
C[C@H]1CN([C@@H](C)CO)C(=O)c2cc(NC(=O)Nc3ccc(C(F)(F)F)cc3)ccc2O[C@@H]1CN(C)Cc1ccc(Cl)c(Cl)c1	2.1
C[C@H](CO)N1C[C@H](C)[C@@H](CN(C)C(=O)Nc2ccc(F)cc2)Oc2ccc(NC(=O)c3ccncc3)cc2C1=O	0.2
CCC(=O)N(C)C[C@H]1[C@@H](c2ccc(-c3ccccc3F)cc2)[C@@H](CO)N1C(C)=O	-0.3
O=C(C[C@@H]1CC[C@@H]2[C@H](COC[C@@H](O)CN2Cc2cccc(C(F)(F)F)c2)O1)NCc1ccccc1	-0.1
C[C@H](CO)N1C[C@H](C)[C@@H](CN(C)Cc2ccc(F)cc2)OCc2ccccc2-c2ccccc2C1=O	5.0
C[C@H]1CN([C@@H](C)CO)C(=O)c2cc(NC(=O)C3CCCCC3)ccc2O[C@H]1CN(C)Cc1ccc2c(c1)OCO2	-0.6
CCCC(=O)Nc1ccc2c(c1)OC[C@H](C)N(C(=O)c1cccnc1)C[C@@H](C)[C@@H](OC)CN(C)C2=O	-1.0
CO[C@H]1CN(C)C(=O)c2cc(NC(C)=O)ccc2OC[C@@H](C)N(C(=O)C2CCCCC2)C[C@@H]1C	-0.2

# Look-ups from the entries so far.
# Entry for CCC(=O)N(C)C[C@H]1[C@@H](c2ccc(-c3ccccc3F)cc2)[C@@H](CO)N1C(C)=O in Mtb BioA inh: -0.3
# Entry for COCc1cn(CC[C@H]2CC[C@H](NC(=O)Cc3cccnc3)[C@@H](CO)O2)nn1 in Mtb BioA inh: 0.8
# Entry for C[C@H](CO)N1C[C@H](C)[C@H](CN(C)C(=O)C2CCOCC2)Oc2cc(C3=CCCCC3)ccc2S1(=O)=O in Mtb BioA inh: -4.1
# Entry for CC(C)NC(=O)N(C)C[C@@H]1Oc2ccc(NC(=O)Nc3ccc4c(c3)OCO4)cc2C(=O)N([C@@H](C)CO)C[C@H]1C in Mtb BioA inh: -3.3
# Entry for O=C(N[C@@H]1CC[C@@H](CCn2cc(C3CC3)nn2)O[C@@H]1CO)c1cccnc1 in Mtb BioA inh: 2.2

# (continued)
SMILES	Mtb BioA inh
C/C=C/c1ccc([C@H]2[C@H](CO)N(c3nc(CC)cs3)[C@H]2CNC(C)C)cc1	-3.3
CNC[C@@H]1Oc2cc(C#CCN(C)C)ccc2S(=O)(=O)N([C@@H](C)CO)C[C@H]1C	7.3
C[C@@H]1CN([C@@H](C)CO)C(=O)c2cccc(NS(=O)(=O)c3ccccc3)c2O[C@H]1CN(C)C(=O)Nc1ccccc1	-2.5
C[C@H](CO)N1C[C@H](C)[C@H](CN(C)Cc2ccc(F)cc2)Oc2ncc(/C=C/c3ccccc3)cc2C1=O	2.9
Cc1ccc(S(=O)(=O)Nc2ccc3c(c2)C(=O)N([C@H](C)CO)C[C@@H](C)[C@@H](CN(C)S(=O)(=O)c2ccc(F)cc2)OCCCC[C@H](C)O3)cc1	-0.9
CC(C)NC(=O)Nc1ccc2c(c1)CC(=O)N([C@@H](C)CO)C[C@@H](C)[C@@H](CN(C)C(=O)Nc1ccc(C(F)(F)F)cc1)O2	-1.8
CO[C@@H]1CN(C)C(=O)c2ccc(NC(C)=O)cc2OC[C@@H](C)N(Cc2ccc(F)cc2)C[C@H]1C	-1.6
COc1ccccc1-c1ccc([C@H]2[C@H]3CN(Cc4ccncc4)CCCCN3[C@H]2CO)cc1	-2.1
COc1ccc(S(=O)(=O)N(C)C[C@H]2OCCCC[C@@H](C)Oc3ccc(NS(=O)(=O)c4ccccc4)cc3C(=O)N([C@H](C)CO)C[C@@H]2C)cc1	-0.8
C[C@@H](NC(=O)[C@H]1[C@H](CO)[C@H]2Cn3c(cccc3=O)[C@@H]1N2Cc1cccnc1)c1ccccc1	0.1
CC(C)NC(=O)Nc1ccc2c(c1)C(=O)N([C@@H](C)CO)C[C@H](C)[C@@H](CN(C)C(=O)Nc1ccccc1)OCCCC[C@@H](C)O2	1.1
C[C@@H]1CN([C@@H](C)CO)C(=O)c2cc(NC(=O)CCC(F)(F)F)ccc2O[C@@H](C)CCCCO[C@@H]1CN(C)C(=O)Nc1ccc(F)cc1	5.8
COCC(=O)N1[C@H](C#N)[C@H](c2ccc(C3=CCCC3)cc2)[C@@H]1CO	-1.3
CO[C@@H]1CN(C)C(=O)c2cc(NC(=O)Nc3cc(F)ccc3F)ccc2OC[C@H](C)NC[C@H]1C	-1.1
COc1ccccc1S(=O)(=O)N1CC[C@@H]2[C@@H](CO)N(C)c3ccc(-c4ccc(C#N)cc4)cc3[C@@H]21	-1.0
C[C@H](CO)N1C[C@H](C)[C@H](CN(C)C)Oc2ncc(C#CC3CC3)cc2C1=O	-1.4
COc1cccc(NC(=O)N[C@H]2CC[C@H](CC(=O)NCc3ccccn3)O[C@H]2CO)c1	-3.9
C[C@@H]1CN([C@H](C)CO)C(=O)c2cccc(NS(=O)(=O)c3ccc(F)cc3)c2O[C@H]1CN(C)S(=O)(=O)c1ccccc1	-1.3
C[C@@H]1CN([C@@H](C)CO)C(=O)Cc2cc(NC(=O)C3CC3)ccc2O[C@H]1CN(C)Cc1ccc(Cl)c(Cl)c1	1.0
COCCNC(=O)C[C@@H]1CC[C@H]2[C@H](COc3ccc(NC(=O)C4CCCC4)cc3C(=O)N2C)O1	0.5
CN1c2ccc(C#Cc3cccnc3)cc2[C@@H]2[C@@H](CCN2C(=O)CN2CCOCC2)[C@H]1CO	22

# Assay outcomes: PubChem BioAssay, Broad Institute
